From PubChem
HCMV inh – inhibitors of human cytomegalovirus; activity change, negative = inhibition, % at 57.5 µM; hit rate 4.5% among 410,000; HFF cells, HCMV-luciferase reporter, 72 h; hits give low values; in the data active = activity change below about -60%; inconclusive = no clear call, values can overlap the other calls; inactive = above about -39%
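Inhibition of viral replication was scored as loss of reporter luminescence in HFFs infected with HCMV-luciferase (MOI 1 PFU/cell) for 72 h; compounds tested at 2 doses, normalized to buffer and Salinomycin controls.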
HCV inh – blocks hepatitis C virus; Potency, µM (highest dose often 41.8 µM), without a hit: top-dose activity change, negative = inhibition, actives largely listed as inhibitors; hit rate 3.4% among 340,000; Huh7.5.1 HCVcc-Cre infection, luciferase reporter, 44 h; AID 651820; note: potency is the fitted concentration of half-maximal effect
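Reporter virus HCVcc-Cre (~0.5 moi) infects cells exposed to compound; seeding density 1,000 cells/well with 4 h settling beforehand. Luminescence, 15 sec read, taken 44 h post-infection following a 15 min RT substrate incubation.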
Tb PYK inh – inhibitors of Trypanosoma brucei pyruvate kinase | Q57TT1 | TbPYK enzyme, Kinase-Glo Plus ATP luminescence, 45 min | Potency, µM (doses to about 76.8 µM), inactives show at the top dose activity, negative = inhibition, most hits filed as inhibitors | AID 624173 | hit rate 0.12% among 410,000; note: potency is the fitted concentration of half-maximal effect; nearly all actives have a fitted effect of over 50% in size
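Luminescence from Kinase-Glo Plus, added after a 45-minute room-temperature reaction, served as the end-point read-out. The enzyme and substrate were preincubated with compound before ADP (130 uM final) initiated turnover. Concentration-effect curves came from normalized qHTS data.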
LmPK inh – inhibitors of Leishmania mexicana pyruvate kinase. Q27686. purified LmPK, Kinase-Glo ATP luminescence, 1 h. Potency, µM (top dose mostly 57.5 µM), without a hit: top-dose activity change, negative = inhibition, usual class: inhibitors. hit rate 0.37% among 290,000. AID 1721; note: potency is the fitted concentration of half-maximal effect
Target sequence (Q27686 whole entry, looked up): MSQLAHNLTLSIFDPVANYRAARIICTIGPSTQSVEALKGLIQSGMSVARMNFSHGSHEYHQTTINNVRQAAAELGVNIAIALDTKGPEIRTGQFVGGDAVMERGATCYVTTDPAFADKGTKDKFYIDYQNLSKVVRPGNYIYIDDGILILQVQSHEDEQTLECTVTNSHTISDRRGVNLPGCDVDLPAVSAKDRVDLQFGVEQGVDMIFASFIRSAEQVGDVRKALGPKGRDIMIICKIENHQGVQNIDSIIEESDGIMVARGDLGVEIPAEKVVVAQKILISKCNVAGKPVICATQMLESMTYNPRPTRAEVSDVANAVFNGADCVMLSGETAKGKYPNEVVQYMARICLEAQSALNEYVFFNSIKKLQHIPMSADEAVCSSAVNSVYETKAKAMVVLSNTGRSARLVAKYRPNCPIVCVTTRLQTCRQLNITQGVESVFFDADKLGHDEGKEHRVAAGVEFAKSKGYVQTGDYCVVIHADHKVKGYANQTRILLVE
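In 50 mM imidazole pH 7.2 with 7 mM MgCl2, LmPK (0.1 nM) turned over PEP (0.5 mM) and ADP (0.1 mM) for 1 h at room temperature. Luciferase read-out of ATP.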
AmpC no deterg – blocks E. coli AmpC beta-lactamase in detergent-free assay; P00811; AmpC nitrocefin hydrolysis, absorbance 480 nm, 0.0001% Triton; Potency, µM (doses to about 57.1 µM), for the others: at the top dose activity change, negative = inhibition, usual class: inhibitors; hit rate 0.52% among 330,000; AID 485341;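 note: potency is the fitted concentration of half-maximal effect; plate controls were no compound for no effect and no enzyme for full effect; nearly all actives have a fitted effect of over 20% in size; some results filed as inactive show a strong effect at the top dose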
Target sequence (P00811 whole entry, looked up): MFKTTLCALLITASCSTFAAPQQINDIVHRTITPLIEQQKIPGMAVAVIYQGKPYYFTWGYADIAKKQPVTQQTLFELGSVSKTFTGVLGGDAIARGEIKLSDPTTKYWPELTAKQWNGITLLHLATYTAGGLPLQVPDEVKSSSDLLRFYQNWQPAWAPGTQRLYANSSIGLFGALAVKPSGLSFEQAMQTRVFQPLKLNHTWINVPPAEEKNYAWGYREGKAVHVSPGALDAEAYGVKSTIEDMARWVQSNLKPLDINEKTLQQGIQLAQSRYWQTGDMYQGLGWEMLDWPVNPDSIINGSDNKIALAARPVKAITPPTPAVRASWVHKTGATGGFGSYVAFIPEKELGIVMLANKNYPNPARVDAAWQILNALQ
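AmpC (5.3 nM in the dispensed reagent) in 20 mM phosphate pH 7.0 with 0.01% (detergent screen) or 0.0001% Triton X-100 was preincubated with compounds for 15 min at room temperature. Nitrocefin was then added from an 800 uM solution, and hydrolysis was followed at 480 nm.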
AmpC detergent – blocks E. coli AmpC beta-lactamase in detergent assay; AmpC hydrolysis of nitrocefin, absorbance 480 nm, 0.01% Triton; Potency, µM (series often up to 114 µM), for the others: at the top dose activity change, negative = inhibition, hits mostly inhibitors; hit rate 0.041% among 370,000;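 note: potency is the fitted concentration of half-maximal effect; 0% = no-compound wells and -100% = no-enzyme wells; nearly all actives have a fitted effect of over 25% in size; some results filed as inactive show a strong effect at the top dose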
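20 mM phosphate pH 7.0 + 0.01% (detergent screen) or 0.0001% Triton X-100; 5.3 nM AmpC reagent; cpd preinc 15 min RT; nitrocefin (800 uM stock) to start; A480 q20 s × 4 min; Activity was normalised to no-enzyme and no-compound control wells.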
AMA1-RON2 inh – inhibitors of Plasmodium falciparum AMA1-RON2 interaction. AlphaScreen AMA1-biotinylated RON2 peptide binding. Potency, µM (highest dose often 58.2 µM), without a hit: at the highest dose activity change, negative = inhibition, hits mostly inhibitors. hit rate 0.2% among 360,000. AID 720542;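 note: potency is the fitted concentration of half-maximal effect; 0% = vehicle wells and -100% = peptide control; nearly all actives have a fitted effect of over 45% in size; some results filed as inactive show a strong effect at the top dose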
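AMA1 (3D7) with his tag at 25 nM final met compounds first, then biotinylated RON2 peptide at 25 nM; detection used donor plus acceptor beads, 10 µg/mL apiece, read by AlphaScreen after 30 min at room temperature.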
Starred values were filed as active, the others as inactive; u = inconclusive; x = not tested or not shown; & = joins results of further samples; [ ] = another dose, or the depositor's remark. Unless noted, calls come from the whole dose curve; as a rule, active = well fitted curve in the direction sought with a large enough effect; inconclusive = small, poorly fitted or top-dose-only effect, or another doubt; inactive = no such curve, though single readings can be large; an effect the other way counts as inactive or inconclusive. Unless noted, % is set by controls: 0 for no effect and ±100 for the full control effect.

SMILES	AmpC detergent	AMA1-RON2 inh	Tb PYK inh	HCV inh	LmPK inh	HCMV inh	AmpC no deterg
Cc1ccc(S(=O)(=O)N2CCN(C(=O)CCn3cncn3)CC2)cc1	1%	1%	-5%	16%	5%	6	7%
CCCNC(=O)Nc1cccc(NC(C)=O)c1	-4%	13%	-12%	4%	2%	u	-9%
CCOc1c(Cl)cc(/C=N/O)cc1OC	-4%	4%	9%	-8%	11%	u	-1%
O=C(OCCc1cc2ccccc2c(=O)o1)c1cccc(Br)c1	-10%	26%	5%	-16%	x	23	-28%
O=C(c1cc2c(s1)CCCC2)N1CCN(Cc2ccc3c(c2)OCO3)CC1	u	-10%	-16%	-22%	0%	u	159%[activator]
COc1ccccc1OCc1ccc(C(=O)NCC(C)C)o1	u	14%	-1%	-21%	-1%	u	-3%
O=C(O)CCCC(=O)NNC(=O)c1cccc(Br)c1	1%	-6%	6%	8%	-1%	u	-19%
Cc1cc(OCc2nn[nH]n2)c2c(-c3ccccc3)cc(=O)oc2c1	-6%	-2%	4%	u	15%	17	-27%
COc1cc(/C=N/NC(=O)CC(=O)NC2CCCCC2)ccc1O	-7%	23%	-4%	6%	-2%	u	-14%
Cc1ccc(NC(=O)CN2CCCCC2)c2c1CC(C)(C)O2	-1%	-1%	1%	-23%	1%	-63*	-16%
CCOC(=O)CCNC(=O)c1ccc2nc(C3CCCCC3)oc2c1	0%	14%	0%	6%	3%	20	36%
Cc1ccc(N/N=C(\C#N)C(=N)N2CCCCCC2)cc1	-5%	2%	2%	-1%	-1%[11.5 µM]	116	-2%

Next records
SMILES	AmpC detergent	AMA1-RON2 inh	Tb PYK inh	HCV inh	LmPK inh	HCMV inh	AmpC no deterg
CC1CCN(C(=O)CSC2=NS(=O)(=O)c3cc(F)ccc3N2)CC1	2%	-16%	-2%	18%	x	-9	-18%
O=C(Cn1cnc2c(oc3ccccc32)c1=O)NCc1ccco1	3%	6%	0%	4%	-1%	u	-26%
CC(=O)NC(Cc1ccc(F)c(F)c1)C(=O)NC1CCN(C(=O)c2ccc(Cl)cc2)CC1 (configuration not stated)	-10%	-8%	2%	9%	0%	u	102%[activator]
CC(=O)N1CCOc2cc(S(=O)(=O)NC(C)c3ccccc3)c(Cl)cc21 (configuration not stated)	-10%&8%	1%	7%&-4%	4%	-2%	24&3	117%[activator]
CCOC(=O)c1c(NC(=O)c2cc3nc(-c4ccc(OC)cc4)cc(C(F)(F)F)n3n2)sc2c1CCC(C)C2 (configuration not stated)	4%	x	0%	x	x	12	x
O=C(N1CCCCCC1)N1CC1	x	3%	2%	12%	x	11	x
CC(OC(=O)c1cccc(-n2cnnn2)c1)C(=O)N(C)c1ccccc1 (configuration not stated)	u	7%	2%	5%	-1%	35	14%
CCOC(=O)Cn1c(=NC(=O)c2cc(-c3cccs3)nc3ccccc23)sc2cc(S(N)(=O)=O)ccc21	-7%	-26%	-1%	-1%	-2%	4	-28%
O=C(COc1ccccc1Cl)Nc1cc(Cl)ccc1O	6%	-2%	5%	-7%	-1%	76	-28%
Cc1ccc2cc(C3CC(c4ccco4)=NN3C(=O)CCCC(=O)O)c(Cl)nc2c1 (configuration not stated)	-7%	72%[activator]	-21%	18%	2%	u	53%
Cc1ccccc1CSc1nc2ccsc2c(=O)n1CCC(C)C	-3%	x	0%	x	x	20	x
CC1CCCCC12NC(=O)N(CC(=O)c1ccc[nH]1)C2=O (configuration not stated)	u	18%	-5%	1%	1%	67	-32%

(listing goes on)
SMILES	AmpC detergent	AMA1-RON2 inh	Tb PYK inh	HCV inh	LmPK inh	HCMV inh	AmpC no deterg
Cc1ccccc1Cc1c(C)nc2c(C(=O)N3CCN(Cc4ccc5c(c4)OCO5)CC3)cnn2c1C	x	-22%	-4%	14µM*	x	u	x
COC(=O)c1ccc(CNC(=O)CN2C(=O)NC(Cc3ccccc3)(c3ccccc3)C2=O)cc1 (configuration not stated)	x	-5%	-11%	x	x	-30	x
O=C(/C=C/c1ccccc1)NC(=S)N1CCSCC1	-5%	-3%	0%	20%	-1%	8	-24%
CCOC(=O)c1[nH]c2ccc(OC)cc2c1NC(=S)N1CCN(c2ccccc2)CC1	-11%	-4%[11.6 µM]	-1%	3%	1%	-27	124%[activator]
Cc1cccc(-c2nnc3n2N=C(c2ccccc2Br)CS3)c1	-3%	-10%	-1%	u	3%	-83*	3%
O=c1[nH]c(Cc2ccc(F)cc2)nc2scc(-c3ccc(F)cc3)c12	-7%	20%	-4%	-7%	-1%	u	-48%
CCCC(=O)Nc1nc2ccc(S(=O)(=O)N3CCCCC3)cc2s1	-4%	1%	-1%	u	3%	-28	-14%
CCOc1ccc(CNC(=O)Cn2c(=O)c3cccn3c3ccc(F)cc32)cc1	23%	x	0%	x	x	-14	x
Cc1cc(NC(=O)c2ccc(Cl)cc2)c(C)cc1O	-4%	-10%	-6%	-15%	-1%	-4	-22%
CCCS(=O)(=O)N1CCC(C(=O)NCc2ccco2)CC1	-15%	0%	-5%	-8%	-4%	-4	-18%
CN(C(=O)c1cnccn1)c1c(N)n(Cc2ccccc2)c(=O)[nH]c1=O	-13%	-19%	-17%	3%	x	10	-13%
COc1ccc(S(=O)(=O)NNC(=S)NCCc2ccccc2)c(OC)c1	7%	67%[activator]	-3%	20%	-2%	4	-21%

Next section
SMILES	AmpC detergent	AMA1-RON2 inh	Tb PYK inh	HCV inh	LmPK inh	HCMV inh	AmpC no deterg
CCCCCNC(=O)CCn1c(=O)oc2ccccc21	3%	-4%	0%	3%	-2%	14	-10%
CCCN1C(=O)C2(c3ccccc31)c1c(oc3ccc(F)cc3c1=O)C(=O)N2CCCOC(C)C (configuration not stated)	-6%	x	3%	x	x	-17	x
CN(Cc1cccc(F)c1)C(=O)CSc1nnc(C2CC2)n1C1CC1	-9%	-10%	2%	29%	x	-27	11%
COc1ccc(OC)c(NC(=S)NC(=O)c2ccc(Br)o2)c1	2%	2%	0%	-7%	-5%	-34	-10%
CCOC(=O)c1ccc(S(=O)(=O)Nc2ccccc2-c2nnn(CC)n2)cc1	u	29%	2%	-14%	-2%	-19	1%
CC(=O)Nc1nnc(Cc2ccccc2)s1	u	7%	7%	-9%	-7%	12	-10%
O=C(N/N=C/c1cccnc1)c1sc2ccccc2c1Cl	2%	6%	-2%	-4%	0%	-13	-18%
COC(=O)C1=C(c2ccc(F)cc2F)C[C@@H]2CC[C@H]1N2C(=O)N1CCC(C)CC1	-3%	-5%	-5%	-10%	x	42	90%[activator]
COCc1c(C(=O)Nc2ccc(C)c(S(=O)(=O)N3CCOCC3)c2)oc2ccccc12	x	3%	1%	u	x	12	x
CC(C)n1nnnc1SCC(=O)N1CCN(C(=O)c2ccco2)CC1	1%	24%	1%	-7%	0%	7	-17%
N=C1C(c2nc3ccccc3s2)=C(O)CN1CCCO	1%	-8%	-1%	11%	0%	66	-29%
CCCCN1C(=O)N(c2nnc(C(C)(C)C)s2)C(O)C1c1ccc(C)cc1 (configuration not stated)	-2%	0%	-3%	u	-2%	46	51%

More records follow:
SMILES	AmpC detergent	AMA1-RON2 inh	Tb PYK inh	HCV inh	LmPK inh	HCMV inh	AmpC no deterg
Cc1cn([C@H]2C[C@H](O)[C@@H](/C=C/C(=O)NCCN3CCCCC3)O2)c(=O)[nH]c1=O	x	3%	5%	x	x	46	x
COc1ccc(C)cc1NC(=O)c1cc(S(=O)(=O)N2CCN(c3cccc(C)c3C)CC2)ccc1F	6%	x	-11%	x	x	-11	x
Cc1cc(NC(=O)/C(C#N)=C/c2ccc(-c3cccc(C(F)(F)F)c3)o2)n(-c2ccccc2)n1	-16%	-4%	-12%	u	7%	u	-45%
CC(C)NC(=O)Cn1cc(S(=O)(=O)N2CCCC2)c(S(=O)(=O)N2CCCC2)c1	0%	7%	-2%	21%	0%	0	-1%
O=C1/C(=C/c2ccc(O)c(O)c2)Oc2cc(O)ccc21	4%	-5%	u	-11%	-27%	22	-35%
C=C(CN(C)C)C(=O)c1ccc(C)cc1C	x	11%	u	u	x	-77*	x

Structures from the list above that contain fluorine, in the order listed:
SMILES	AmpC detergent	AMA1-RON2 inh	Tb PYK inh	HCV inh	LmPK inh	HCMV inh	AmpC no deterg
CC1CCN(C(=O)CSC2=NS(=O)(=O)c3cc(F)ccc3N2)CC1	2%	-16%	-2%	18%	x	-9	-18%
CC(=O)NC(Cc1ccc(F)c(F)c1)C(=O)NC1CCN(C(=O)c2ccc(Cl)cc2)CC1 (configuration not stated)	-10%	-8%	2%	9%	0%	u	102%[activator]
CCOC(=O)c1c(NC(=O)c2cc3nc(-c4ccc(OC)cc4)cc(C(F)(F)F)n3n2)sc2c1CCC(C)C2 (configuration not stated)	4%	x	0%	x	x	12	x
O=c1[nH]c(Cc2ccc(F)cc2)nc2scc(-c3ccc(F)cc3)c12	-7%	20%	-4%	-7%	-1%	u	-48%
CCOc1ccc(CNC(=O)Cn2c(=O)c3cccn3c3ccc(F)cc32)cc1	23%	x	0%	x	x	-14	x
CCCN1C(=O)C2(c3ccccc31)c1c(oc3ccc(F)cc3c1=O)C(=O)N2CCCOC(C)C (configuration not stated)	-6%	x	3%	x	x	-17	x
CN(Cc1cccc(F)c1)C(=O)CSc1nnc(C2CC2)n1C1CC1	-9%	-10%	2%	29%	x	-27	11%
COC(=O)C1=C(c2ccc(F)cc2F)C[C@@H]2CC[C@H]1N2C(=O)N1CCC(C)CC1	-3%	-5%	-5%	-10%	x	42	90%[activator]
COc1ccc(C)cc1NC(=O)c1cc(S(=O)(=O)N2CCN(c3cccc(C)c3C)CC2)ccc1F	6%	x	-11%	x	x	-11	x
Cc1cc(NC(=O)/C(C#N)=C/c2ccc(-c3cccc(C(F)(F)F)c3)o2)n(-c2ccccc2)n1	-16%	-4%	-12%	u	7%	u	-45%

Rows are unselected; 7.5% or so of the library scored in one or more.
